KAT2A inh: inhibitors of human GCN5L2 histone acetyltransferase; GCN5L2 HAT assay, ThioGlo1 CoA-SH fluorescence; Potency, µM (top dose mostly 58.9 µM), inactives show at the highest dose activity change, negative = inhibition, actives largely listed as inhibitors; 390,000 compounds, 0.21% hits; AID 504327
Target sequence (Q92830 whole entry, looked up): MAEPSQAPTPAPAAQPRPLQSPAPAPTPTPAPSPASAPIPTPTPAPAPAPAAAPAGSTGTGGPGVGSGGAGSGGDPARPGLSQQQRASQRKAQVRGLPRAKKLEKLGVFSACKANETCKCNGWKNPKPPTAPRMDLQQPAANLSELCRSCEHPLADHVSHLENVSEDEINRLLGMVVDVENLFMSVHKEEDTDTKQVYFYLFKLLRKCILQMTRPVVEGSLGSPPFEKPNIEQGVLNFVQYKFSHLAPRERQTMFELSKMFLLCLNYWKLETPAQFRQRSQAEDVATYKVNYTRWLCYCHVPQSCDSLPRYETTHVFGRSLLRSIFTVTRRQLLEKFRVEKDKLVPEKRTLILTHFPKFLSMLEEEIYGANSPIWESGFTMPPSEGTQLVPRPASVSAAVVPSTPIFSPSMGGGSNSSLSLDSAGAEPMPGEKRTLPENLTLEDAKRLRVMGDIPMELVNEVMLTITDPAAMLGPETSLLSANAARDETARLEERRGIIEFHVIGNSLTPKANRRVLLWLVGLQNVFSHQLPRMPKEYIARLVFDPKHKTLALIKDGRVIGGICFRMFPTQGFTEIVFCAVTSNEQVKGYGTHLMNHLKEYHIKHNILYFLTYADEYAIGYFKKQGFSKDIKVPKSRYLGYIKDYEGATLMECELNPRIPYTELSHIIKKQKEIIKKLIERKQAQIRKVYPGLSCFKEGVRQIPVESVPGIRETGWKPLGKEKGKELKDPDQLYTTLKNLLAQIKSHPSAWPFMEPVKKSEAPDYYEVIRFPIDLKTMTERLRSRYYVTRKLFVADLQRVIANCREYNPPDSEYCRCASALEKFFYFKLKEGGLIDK
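GCN5L2 (20 nM) in 50mM HEPES pH 7.5, 0.1mM EDTA, 0.01% Tween-20 preincubated 15 min with compounds at room temperature. Reaction started with H3(1-25) 75uM, acetyl-CoA 70uM, ThioGlo1 50uM; CoA-thiol fluorescence (Ex340/Em540) read at 0 and 20 min.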
N370S GC mod: N370S glucocerebrosidase modulation, Gaucher chaperone candidate | P04062 | N370S GC spleen homogenate, 4MU-glucoside fluorescence | Potency, µM (highest dose often 59.4 µM), inactives show at the top dose activity change, negative = inhibition, actives largely listed as inhibitors | 330,000 compounds, 0.092% hits;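 note: 0% = full enzyme activity and -100% = no enzyme basal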
FEN1 inhibitor: blocks human flap endonuclease 1 | P39748 | Recombinant FEN1 flap cleavage, fluorescence, 15 min | 390,000 compounds, 0.35% hits | Potency, µM (series often up to 114 µM), inactives show at the highest dose activity change, negative = inhibition, usual class: inhibitors | AID 588795; note: nearly all actives have a fitted effect of over 65% in size
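With each library titrated from low to high concentration, compounds met 10 nM FEN1 for 15 min at room temperature before 50 nM substrate was added; readings at 0 and 15 min fed four-parameter Hill curve fits.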
* marks the source's active call; other numbers are inactive results; ? = inconclusive; · = not tested or not shown; [ ] = another dose, or the depositor's remark. Calls come from the whole dose curve; as a rule, active = well fitted curve in the direction sought with a large enough effect; inconclusive = small, poorly fitted or top-dose-only effect, or another doubt; inactive = no such curve, though single readings can be large; an effect the other way counts as inactive or inconclusive. Unless noted, % is set by controls: 0 for no effect and ±100 for the full control effect; potency is the fitted concentration of half-maximal effect. These rows are one share of the data. The share of hits here may be higher or lower than overall.

SMILES | KAT2A inh | N370S GC mod | FEN1 inhibitor
CCOc1cc(N2CCOCC2)c(OCC)cc1NC1=NCCCCC1 | -13% | 2% | -9%
O=C(CSc1ccc(-c2ccncc2)nn1)N1CCN(c2ccccc2)CC1 | -3% | -10% | -1%
COc1ccc2oc(=N)c(C(=O)Nc3ccc(Cl)cc3)cc2c1 | -3% | -2% | 8%
COC(=O)c1ccc(-c2sc3nc(N4CCOCC4)c4c(c3c2N)CCCC4)o1 | -5% | 12% | -18%
CN(C)S(=O)(=O)c1ccc(Cl)c(NC(=O)COC(=O)CNC(=O)c2ccco2)c1 | -3% | -5% | 17%
Cc1cc(C)n(S(=O)(=O)c2ccc(F)cc2)n1 | -15% | 3% | -2%
CCCCC(=O)Nc1cc(NC(=O)CC)ccc1Cl | -1% | 0% | 2%
COc1ccccc1CNC(=O)CCCc1ccccc1 | -1% | 4% | 1%
CC1=C(C(=O)Nc2ccccc2)C(c2cccs2)NC(=O)N1 (stereo unspecified) | -5% | 4% | 2%
Cc1ccc(Cl)cc1N1CCN(C(=O)C2CCN(S(=O)(=O)c3cn(C)cn3)CC2)CC1 | 24% | · | 0%
CCOCCc1nn2c(=O)cc(COC(=O)c3ccc(NC(=O)c4cccs4)cc3)nc2s1 | 21% | · | 11%
CCO/C=N/c1c(C#N)c(CC#N)nn1-c1ccccc1 | 2% | 2% | 2%
O=c1[nH]c(=O)n(C2CCCCCC2)c(O)c1C=NCc1ccc(F)cc1 | -8% | 27% | -2%
CCOC(=O)Cc1ccc(NC(=O)N2CCSc3ccccc32)cc1 | -7% | · | -17%
Cc1ccc(NC(=O)CCNC(=O)c2ccc(Cl)cc2)cc1C | -5% | -3% | -9%
CCOC(=O)c1nnn(CC(=O)Nc2ccccc2)c1C(=O)OCC | -5% | -5% | 13%
COc1ccc(CCNC(=O)CCC(=O)Nc2nnc(C(C)C)s2)cc1OC | 5% | -5% | 4%
CC(C)c1ccc(N2C(=O)CC(NNC(=O)c3ccccc3Cl)C2=O)cc1 (stereo unspecified) | -1% | -5% | 1%
CC1/C(=N/O)CC(c2ccccc2)NC1c1ccccc1 (stereo unspecified) | -7% | 1% | -4%
Cc1c(/C(O)=C2/C(=O)C(=O)N(Cc3cccnc3)C2c2ccccn2)cnn1-c1ccccc1 (stereo unspecified) | -11% | -10% | 1%
COc1ccc(-c2csc3ncnc(Nc4cccc(F)c4)c23)cc1 | -2% | · | 12%
COc1cccc(N2CCN(c3ccc4nnc(CCC(=O)Nc5ccc(F)cc5F)n4n3)CC2)c1 | -2% | -7% | -23%
CC(=O)N1c2ccccc2C(=O)C1N1CCCCC1 (stereo unspecified) | 0% | -7% | -2%
O=C(Oc1ccc(Br)cc1C(=S)N1CCOCC1)c1cccc([N+](=O)[O-])c1 | -12% | -9% | -3%
CSCCC(=O)N1CCC(CCC(=O)NC2CC2)CC1 | -1% | -1% | -3%

Limited to KAT2A inh and FEN1 inhibitor, for seven of the compounds above:
SMILES	KAT2A inh	FEN1 inhibitor
Cc1c(/C(O)=C2/C(=O)C(=O)N(Cc3cccnc3)C2c2ccccn2)cnn1-c1ccccc1 (stereo unspecified)	-11%	1%
Cc1ccc(Cl)cc1N1CCN(C(=O)C2CCN(S(=O)(=O)c3cn(C)cn3)CC2)CC1	24%	0%
COc1ccc2oc(=N)c(C(=O)Nc3ccc(Cl)cc3)cc2c1	-3%	8%
CSCCC(=O)N1CCC(CCC(=O)NC2CC2)CC1	-1%	-3%
CCOc1cc(N2CCOCC2)c(OCC)cc1NC1=NCCCCC1	-13%	-9%
COc1ccc(-c2csc3ncnc(Nc4cccc(F)c4)c23)cc1	-2%	12%
CC(C)c1ccc(N2C(=O)CC(NNC(=O)c3ccccc3Cl)C2=O)cc1 (stereo unspecified)	-1%	1%

Next section.
SMILES | KAT2A inh | N370S GC mod | FEN1 inhibitor
COc1ccc(-c2c(C#N)c(SCC(N)=O)nc3c2CCCC3)cc1 | 0% | 3% | -4%
CC(=O)c1cccc(NC(=O)C(OC(=O)c2cccc(S(=O)(=O)N(C)c3ccccc3)c2)c2ccccc2)c1 (stereo unspecified) | -9% | -6% | 1%
O=C(CSc1nc(-c2ccccc2)nc2ccccc12)Nc1nccs1 | -1% | 3%[12.8 µM] | ?
CC1(C)Cc2ccccc2/C(=C/C(=O)N2CCCCCC2)N1 | 17% | 0% | -12%
COc1ccc(NC(=O)Cn2nc(Cc3cccnc3)c3ccccc3c2=O)c(OC)c1 | 0% | -14% | 11%
Cn1cnc(S(=O)(=O)NCc2cccs2)c1 | -1% | 2% | -8%
Cc1nc(CSc2nnc(C)s2)cs1 | 0% | 2% | 42%[activator]
COc1ccc(CNC(=O)c2ccc(N(C)S(=O)(=O)c3ccc(C)cc3)cc2)cc1 | -23% | 0% | 2%
CC(=O)N1c2ccc(S(=O)(=O)N3CCCC3)cc2CC1C(=O)NC(C)C (stereo unspecified) | 1% | 0% | -14%
CC(C)C1C(C#N)=C(N)Oc2n[nH]c(-c3cccs3)c21 (stereo unspecified) | -5% | 2% | -10%
COc1ccc(S(=O)(=O)Nc2cccc3c2O[C@H](CN(C)Cc2ccc(C(=O)O)cc2)[C@@H](C)CN([C@H](C)CO)C3=O)cc1 | -1% | · | -17%
COc1ccc(C2=C/C(=C\c3ccccc3OC(C)=O)C(=O)O2)cc1 | 0% | -6% | 7%
COc1ccccc1C(=O)Nc1nc2n(n1)C(c1ccc(F)cc1)C=C(c1ccc(Cl)cc1)N2 (stereo unspecified) | -2% | · | -11%
Cc1ccc(CNC(C)c2ccccc2)s1 (stereo unspecified) | -1% | · | -13%
Cc1ccc(CN(C(=O)COc2ccc(F)cc2)C2CCS(=O)(=O)C2)o1 (stereo unspecified) | -5% | · | 22%
COC(=O)C1CCN(C(=O)C2CCN(C(=O)[C@H](C)NS(=O)(=O)c3ccc(C)cc3)CC2)CC1 | -20% | -2% | 19%
CCn1nc(C)c(NC(=O)c2ccc(Br)o2)c1C | 1% | -6% | 7%
O=C(O)C1C2C=CC3(CN(Cc4ccco4)C(=O)C13)O2 (stereo unspecified) | -3% | 4% | -20%
COc1ccc(CCNC(=O)CSc2ccccn2)cc1 | 30% | 21% | -16%
O=C(NCCC1=CCCCC1)c1cc(-c2ccncc2)nc2ccccc12 | 0% | -18% | 1%
COc1cccc(N2C(=O)C3C(C2=O)C2C=CC3C23CC3)c1 (stereo unspecified) | -17% | 1% | -2%
COc1cc(C(C)=O)ccc1OCC(=O)OC(C)C(=O)c1ccc(F)cc1 (stereo unspecified) | -1% | · | 0%
COc1ccccc1CNC(=O)C1CCN(S(=O)(=O)c2cccc3nonc23)CC1 | -9% | -1% | 14%
O=C(CC(Nc1ccc(F)cc1)c1ccccc1)c1ccccc1 (stereo unspecified) | -17% | 8% | -5%
C/C(=N\Nc1ncc(Cl)cc1Cl)c1ccc(N2CCOCC2)cc1 | -16% | -12% | -3%

Some of these compounds in order of heavy-atom count, low to high.
SMILES | KAT2A inh | N370S GC mod | FEN1 inhibitor
Cc1nc(CSc2nnc(C)s2)cs1 | 0% | 2% | 42%[activator]
CC1(C)Cc2ccccc2/C(=C/C(=O)N2CCCCCC2)N1 | 17% | 0% | -12%
COc1ccc(C2=C/C(=C\c3ccccc3OC(C)=O)C(=O)O2)cc1 | 0% | -6% | 7%
O=C(CSc1nc(-c2ccccc2)nc2ccccc12)Nc1nccs1 | -1% | 3%[12.8 µM] | ?
COc1cc(C(C)=O)ccc1OCC(=O)OC(C)C(=O)c1ccc(F)cc1 (stereo unspecified) | -1% | · | 0%
COC(=O)C1CCN(C(=O)C2CCN(C(=O)[C@H](C)NS(=O)(=O)c3ccc(C)cc3)CC2)CC1 | -20% | -2% | 19%

Other results
SMILES | KAT2A inh | N370S GC mod | FEN1 inhibitor
COC(=O)CN1C(=O)C(O)(CC(=O)c2ccc(Br)cc2)c2ccccc21 (stereo unspecified) | -6% | 5% | -6%
CC1CCCC(NCC(O)COC(c2ccc(F)cc2)c2ccc(F)cc2)C1C (stereo unspecified) | -3% | -11% | -7%
CCOC(=O)CNc1nc(Cl)c(C#N)s1 | -6% | 30% | 23%
CC(C)Nc1nc(NC(C)C)nc(SCCOC(=O)Nc2ccc(Cl)cc2Cl)n1 | -14% | 13% | 0%
CSc1nc(C)c(C(=O)C[n+]2ccc(C)cc2)cc1C#N | -12% | 4% | -3%
COc1ccc(C(=O)O/N=C(\N)c2ccc(OC)c(OC)c2)cc1 | -2% | -1% | -9%
COc1ccccc1Oc1c(C)oc2cc(OC(=O)c3ccco3)ccc2c1=O | 4% | 25% | -15%
CCCCC(c1nnnn1CC1CCCO1)N1CCN(c2nc3ccccc3s2)CC1 (stereo unspecified) | -4% | 10% | 5%
COc1ccc(NC(=O)c2cc(S(=O)(=O)N3CCc4ccccc43)cn2C)c(OC)c1 | -25% | -1% | -20%
O=C(O)C1CCCCC1C(=O)N1CC=C(c2ccccc2)CC1 (stereo unspecified) | 2% | -4% | 5%
Cc1ccc(OCC(=O)NNC(=O)c2cccnc2)cc1C | 1% | 11% | 0%
CN1CCN(CCCn2cnc3c(=O)oc4ccccc4c32)CC1 | -9% | -7% | 6%
O=C(CN1C(=O)S/C(=C\c2ccccc2)C1=O)NC1CCS(=O)(=O)C1 (stereo unspecified) | -9% | -18% | 6%
O=S(=O)(Nc1ccc(Cl)cn1)c1cccs1 | 3% | -8% | -13%
S=C(NCC1CCCO1)NC12CC3CC(CC(C3)C1)C2 (stereo unspecified) | -8% | 5% | -8%
CNCCCc1[nH]nc(N)c1C#N | -3% | 5%[2.35 µM] | -5%
CCCN1C(=O)C(=O)N(CC(=O)c2cc(C)n(C3CC3)c2C)C1=O | -2% | · | 0%
CCCOc1ccc(CC(=O)NCc2ccco2)cc1OC | -7% | 3% | -5%
O=C(c1cc[n+]([O-])cc1)N1CCc2c([nH]c3ccccc23)C1c1ccccc1Cl (stereo unspecified) | -16% | -2% | -6%
COc1ccc(NC(=O)c2c(C(F)(F)F)nn(C)c2SCc2ccccc2)cc1 | -8% | 11% | -20%
COC(=O)c1ccc(CN2CCC(Oc3cccc(C(=O)N4CCOCC4)c3)CC2)cc1 | -1% | -9% | -21%
Cc1cc2c(s1)c1c(C)nn(Cc3ccccc3F)c(=O)c1n2C | -1% | 5% | ·
CCOC(=O)c1c(NC(=O)COc2ccc(Br)cc2)sc2c1CCCC2 | -3% | · | -5%
CC(C)(C)c1ccc(C(=O)N/N=C/c2ccccn2)cc1 | -7% | 15% | 9%
C[C@H](NC(=O)c1nc[nH]c1C(=O)N[C@@H](Cc1ccccc1)C(=O)OC(C)(C)C)c1ccccc1 | -12% | 24% | -14%
COc1ccc(CN(C)CC(=O)c2c(N)n(Cc3ccccc3)c(=O)n(C)c2=O)c(OC)c1 | -6% | -5% | -4%
CS(=O)(=O)N(Cc1ccccc1)c1ccc(C(=O)Nc2ccc(Cl)cc2)cc1 | 3% | · | 1%
CCCCN(C(=O)/C=C/c1ccccc1)C1CCS(=O)(=O)C1 (stereo unspecified) | -3% | -20% | 0%
CC(NC(=O)c1ccc(Br)cc1Br)c1ccccc1 (stereo unspecified) | -3% | 4% | -2%
